# KDM5B inh: Primary screen for KDM5B Histone Demethylases FDH-coupled qHTS | hit rate 2.6% among 220,000 | Lysine-specific demethylase 5B (Homo sapiens), Q9UGL1 | KDM5B demethylase, FDH-coupled NADH fluorescence (FDH is formaldehyde dehydrogenase) | Potency, µM (titrated, usually from 57.7 µM), for inactives: at the top dose activity change, negative = inhibition, actives largely listed as inhibitors; active = well fitted inhibition curve with a large enough effect; inconclusive = small, poorly fitted or top-dose-only effect; inactive = no such curve, though single readings can be large or run the other way; also: 0% is about no effect; nearly all actives have a fitted effect of over 70% in size
# Target sequence (Q9UGL1 whole entry, looked up): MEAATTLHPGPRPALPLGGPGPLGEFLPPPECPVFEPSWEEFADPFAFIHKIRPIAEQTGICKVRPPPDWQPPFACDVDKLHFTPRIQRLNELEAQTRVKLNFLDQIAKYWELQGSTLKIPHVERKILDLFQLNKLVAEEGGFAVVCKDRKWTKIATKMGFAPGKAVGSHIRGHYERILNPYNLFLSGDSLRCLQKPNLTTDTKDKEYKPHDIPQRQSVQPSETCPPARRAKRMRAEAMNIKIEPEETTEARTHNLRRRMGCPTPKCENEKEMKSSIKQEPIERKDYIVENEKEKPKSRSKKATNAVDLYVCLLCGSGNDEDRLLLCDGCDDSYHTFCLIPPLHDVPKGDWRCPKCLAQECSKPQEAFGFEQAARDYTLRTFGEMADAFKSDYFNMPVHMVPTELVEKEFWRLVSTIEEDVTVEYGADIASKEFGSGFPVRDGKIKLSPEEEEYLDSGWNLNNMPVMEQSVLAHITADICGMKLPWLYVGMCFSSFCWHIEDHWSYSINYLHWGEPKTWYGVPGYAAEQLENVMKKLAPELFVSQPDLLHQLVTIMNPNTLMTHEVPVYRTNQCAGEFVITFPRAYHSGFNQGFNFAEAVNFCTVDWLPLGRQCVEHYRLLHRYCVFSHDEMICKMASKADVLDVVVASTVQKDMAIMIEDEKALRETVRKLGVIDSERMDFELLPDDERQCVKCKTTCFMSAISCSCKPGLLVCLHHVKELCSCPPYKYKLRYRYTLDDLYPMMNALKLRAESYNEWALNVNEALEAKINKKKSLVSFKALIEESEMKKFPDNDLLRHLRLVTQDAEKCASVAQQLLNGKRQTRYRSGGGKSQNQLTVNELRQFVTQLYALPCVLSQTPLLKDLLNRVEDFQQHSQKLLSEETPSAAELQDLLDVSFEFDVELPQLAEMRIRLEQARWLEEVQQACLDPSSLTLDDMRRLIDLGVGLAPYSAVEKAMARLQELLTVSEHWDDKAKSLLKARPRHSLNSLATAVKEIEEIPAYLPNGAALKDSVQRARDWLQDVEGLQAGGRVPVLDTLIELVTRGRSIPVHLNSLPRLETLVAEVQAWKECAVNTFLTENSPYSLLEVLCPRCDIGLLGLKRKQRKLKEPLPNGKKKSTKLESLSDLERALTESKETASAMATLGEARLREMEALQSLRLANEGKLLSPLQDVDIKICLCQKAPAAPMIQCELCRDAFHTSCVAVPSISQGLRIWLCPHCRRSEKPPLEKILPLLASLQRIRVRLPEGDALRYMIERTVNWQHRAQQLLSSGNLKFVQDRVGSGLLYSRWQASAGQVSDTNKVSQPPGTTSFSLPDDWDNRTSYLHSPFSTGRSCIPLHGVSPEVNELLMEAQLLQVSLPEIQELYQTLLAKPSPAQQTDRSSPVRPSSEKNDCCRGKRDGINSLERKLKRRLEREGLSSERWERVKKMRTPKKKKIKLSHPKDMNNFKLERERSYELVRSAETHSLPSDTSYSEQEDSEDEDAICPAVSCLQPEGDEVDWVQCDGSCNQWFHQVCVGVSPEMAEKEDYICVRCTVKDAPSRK
#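 KDM5BΔAP (200 nM final) in 50 mM HEPES pH 7.5, 0.01% Tween-20 was preincubated 10 min at RT with compound over a concentration range. Substrate mix (H3K4me3 12.5 µM, α-KG 25 µM, Fe²⁺, ascorbate, NAD⁺, FDH) was added, and NADH fluorescence change over 30 min gave dose-response curves.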
# * marks the source's active call; other numbers are inactive results; ? = inconclusive; & = joins results of further samples; [ ] = remark or other dose. Potency is read from the fitted curve at half-maximal effect. Only part of the results is shown. The share of hits here may be higher or lower than overall.
Molecule	KDM5B inh
CCCNc1cc(N2CCC(CCC(=O)NCc3cccc(OC)c3)CC2)ncn1	-15%
COCCN1C(=O)c2ccccc2C(C(=O)NCCc2ccc(OC)cc2)C12CCCC2 (stereo unspecified)	5%
C#CCN1CCN(c2ccc(C#N)cc2F)CC1	8%
CC(C)Cn1cnc2c1c(=O)n(CC(=O)NCc1ccccc1)c(=O)n2CC(C)C	-10%
COc1ccc(CN2CC3(C2)C(=O)N(Cc2ccc(C)o2)C(=O)[C@@H]2C[C@@H](O)CN23)c2ccccc12	?
CCc1ccc(-c2cc(C(=O)OC)c3ccccc3n2)cc1	?
CN(Cc1ccc2ncccc2c1)C(=O)c1ccc(C2CCNC2)cc1 (stereo unspecified)	19%
CN1CC(=O)N(c2ccc(Cl)cc2)Cc2c(NCCCc3ccccc3)ncnc21	-13%
COCc1nc(CCNC(=O)COc2ccc(F)cc2)no1	14%
Cc1cccc(NC(=O)C2CCCN(S(=O)(=O)c3ccc4c(c3)oc(=O)n4C)C2)c1 (stereo unspecified)	-9%
Cc1cc(Cl)ccc1OCC(=O)Nc1c(C(=O)c2ccccc2)oc2ccccc12	?
Cc1ccc(C(C)NC(=O)C2CCN(CC(C)C)CC2)s1 (stereo unspecified)	2%
OC1(c2csc(CN3CCOCC3)n2)CCN(Cc2ccccc2F)CC1	1%[86.2 µM]
COc1cccc(CCC2CCCN(C(=O)c3ccsc3)C2)c1 (stereo unspecified)	3%
CC(C)C[C@@H]1N[C@H](C(=O)NCc2ccccc2)Cc2cn(Cc3ccncc3)c3cccc1c23	12%
O=C(Cn1ccn2nc(-c3ccccc3)c(CO)c2c1=O)Nc1ccc(Br)cc1	?
CC(=O)c1ccc(NS(=O)(=O)c2ccc(-c3ccc(C)cc3)cc2)cc1	-1%
O=c1c2ccccc2cnn1CN1CCN(S(=O)(=O)c2cccc(Cl)c2)CC1	24%
COc1ccccc1NC(=O)Cn1cccc1-c1nc(-c2ccc(F)cc2)no1	-8%
CC(C)CNC(=O)N1CCCC(c2noc(COc3ccccc3)n2)C1 (stereo unspecified)	-15%
CCN1CCN(Cc2ccc(CNC(=O)CC(F)(F)F)cc2)CC1	7%
Cc1nc(NCC(C)C)sc1C(=O)NCc1ccco1	-28%
COc1ccc(N2C(=O)CSC23C(=O)N(CC(=O)Nc2ccccc2OC)c2ccccc23)cc1 (stereo unspecified)	12%
S=C(N/N=C1/CC2C=CCC12)NC1CCCCC1 (stereo unspecified)	23%
O=C(COc1ccc(Cl)cc1)N1CC2CC(C1)[C@H]1CCCC(=O)N1C2 (stereo partly specified)	-11%
O=C(NCCN1CCOCC1)C1CN(S(=O)(=O)c2cccnc2)CC12CCCCC2 (stereo unspecified)	12%
Cn1cnc(S(=O)(=O)N2CCC3(CC2)CC(CC(=O)NC2CC2)CCO3)c1 (stereo unspecified)	32%
CCCCc1ccc(NS(=O)(=O)c2ccc(N3CCCCS3(=O)=O)cc2)cc1	-22%
CCCC(=O)Nc1ccc2c(N3CCOCC3)ncnc2c1	2%
CSc1nnc(-c2ccc(C(F)(F)F)nc2C)o1	?
O=C(Cn1c(=O)nc(-c2ccccc2)c2cc(Cl)ccc21)NCc1ccccc1	-4%
CN(C)CCNC(=O)c1cc2cn(C3CC3)cc2s1	13µM*
COc1cccc2cc(C(=O)NC3CCN(Cc4ccc(Cl)cc4)CC3)c(=O)oc12	-3%
CCOC(=O)C1=C(CS(=O)(=O)c2ccc(F)cc2)NC(=O)NC1c1ccc(OCC)c(OC)c1 (stereo unspecified)	-24%
CCN1C(=O)CCN(C(=O)Nc2ccc(C)c(C)c2)CC12CCOCC2	-14%
O=C(Nc1ccccc1)N1CCOC(CN(CC2CC2)C(=O)c2cccc(F)c2)C1 (stereo unspecified)	9%
O=C(C(c1ccccc1)c1ccccc1)N(Cc1ccco1)C1CC1	0%
N#Cc1ccccc1COC(=O)c1ccsc1	-5%
COc1ccccc1-c1cnc(Nc2ccccc2)c2c1CCO2	?
Cc1c(C(=O)NCc2ccc(F)cc2)oc2ccc(S(=O)(=O)N3CCOCC3)cc12	-8%
O=C1CCN(C(=O)Nc2ccccc2F)CCCC(C(=O)NCc2ccncc2)CCN1 (stereo unspecified)	14%
O=C(CCc1ccsc1)N(Cc1ccccn1)C1CC1	21%
Nc1nc(N)c(S(=O)(=O)c2ccccc2)c(Nc2ccccc2)n1	-14%
O=C(/C=C/c1ccc(O)cc1)c1cccs1	?
CN(Cc1ccccc1)S(=O)(=O)c1ccc(Cl)c(C(=O)OCC(N)=O)c1	28%

# By substructure: the compounds so far containing a thiophene ring, fused or not.
Molecule	KDM5B inh
Cc1ccc(C(C)NC(=O)C2CCN(CC(C)C)CC2)s1 (stereo unspecified)	2%
COc1cccc(CCC2CCCN(C(=O)c3ccsc3)C2)c1 (stereo unspecified)	3%
CN(C)CCNC(=O)c1cc2cn(C3CC3)cc2s1	13µM*
N#Cc1ccccc1COC(=O)c1ccsc1	-5%
O=C(CCc1ccsc1)N(Cc1ccccn1)C1CC1	21%
O=C(/C=C/c1ccc(O)cc1)c1cccs1	?

# Returning to the listing, starting 2 compounds before the break.
Molecule	KDM5B inh
O=C(/C=C/c1ccc(O)cc1)c1cccs1	?
CN(Cc1ccccc1)S(=O)(=O)c1ccc(Cl)c(C(=O)OCC(N)=O)c1	28%
COc1ccc(CNC(=O)C2CCC(CNS(=O)(=O)c3ccc4c(c3)CCCC(=O)N4)CC2)cc1 (stereo unspecified)	-3%
Fc1ccc(-c2[nH]ncc2CN2CCN(c3ccc(F)cc3)CC2)cc1	20%
O=C(N[C@H]1CCOC[C@H]1C1CCOCC1)c1cccc2nccnc12	-7%
CC(C)c1ccc(-n2nnnc2C2(Nc3ccccc3)CCCCC2)cc1	-19%
NC(=O)NC(=O)CSc1nc(-c2ccco2)nc2ccccc12	-14%
O=C(C(Sc1nnc(-c2ccncc2)n1-c1ccc(Cl)cc1)c1ccccc1)N1CCCC1 (stereo unspecified)	11%
COC(=O)c1cc(S(=O)(=O)NCC2CCN(Cc3ccccc3F)CC2)c[nH]1	13%&-15%
COc1ccccc1-c1cc2nc(C)c(CCC(=O)NCCc3cccc(C)c3)c(C)n2n1	?
O=C1N[C@H](CC(=O)N2CCC(c3ccccc3)C2)C(=O)Nc2ccccc21 (stereo partly specified)	-10%
CCNC(=O)NC(=O)COc1ccc(C(=O)c2ccc(F)cc2)cc1	3%
CC(C)CCNC(=O)N1CCCC(c2noc(COc3ccccc3)n2)C1 (stereo unspecified)	13%
Cc1cn2nc(C(=O)NCc3ccc(Br)cc3)cc2c(N2CCCC2)n1	28µM*
CCOc1ccc(CCNC(=O)CCCc2nnc3n(CCCOC)c(=O)c4sccc4n23)cc1	-29%
COc1ccc(NC(=O)CCn2ccn3nc4c(c3c2=O)CCCC4)cc1OC	-8%
Cc1cccc(N2CCN(S(=O)(=O)c3csc(C(N)=O)c3)CC2)c1C	-27%
CN(C)C[C@@H]1CN(Cc2ccncc2)C[C@H]1NC(=O)c1ccc2c(c1)OCO2	?
O=C1c2c(nc(CNCc3ccccc3)n2Cc2ccccc2)NCCN1CC1CC1	-1%[86.2 µM]
CCC12CN(C(C)=O)CC(C)(CN(C(C)=O)C1)C2=O	-5%
COc1ncccc1-c1cnc2n[nH]c(-c3ccccc3)c2n1	35µM*
Cc1ccc(N2CC(c3nc(-c4cccs4)no3)CC2=O)cc1C (stereo unspecified)	-11%
O=C(NCCc1ccccc1)C1CC1	11%
Cc1cnc(C(=O)OCC(=O)c2ccc(-c3ccccc3)cc2)cn1	14%
Cc1oc(C(C)(C)C)cc1C(=O)NC1CCN(Cc2ccccc2)CC1	28%
CCOC(=O)c1ccc(NC(=O)CSc2nc(C)c(Cc3ccccc3)c(=O)[nH]2)cc1	-20%
CCOC(=O)Nc1cccc(N2CCn3c(nc4ccccc43)C2)c1	?
Cc1cc(C)c(S(=O)(=O)NCCn2c(C)cnc2C2CC2)cc1C	-5%
CN(Cc1ccc(F)cc1)c1ccc2ncc(Nc3cccc(O)c3)n2n1	?
CC(C)C(=O)N[C@@H]1C[C@H](COc2ccc(S(C)(=O)=O)cc2)[C@@H](O)[C@H]1O	-11%[86.2 µM]
Cc1ccccc1CN1CCOc2cc([S+](=O)([O-])N(C)C)ccc2C1	-13%[86.2 µM]
O=C(NCc1ccco1)C(=O)N1CCCC1	36%
Cc1cc(C)cc(OCC(=O)Nc2nc3c(s2)CC(C(C)(C)C)CC3)c1 (stereo unspecified)	?
CCCCCCCCC(=O)Nc1cccc(C)c1C	25%
COc1ccc(CCNC(=O)Cc2c(C)c3cc4c(C(C)(C)C)coc4c(C)c3oc2=O)cc1	-5%
c1ccc2oc([C@H]3CCN(C4CCOCC4)C3)nc2c1	?
CCOc1ccccc1CNC(=O)c1cc2cn(C(C)C)cc2s1	?
C=CCC1(Cl)C(=O)C(Cl)=C(N2CCOCC2)C1(OC)OC (stereo unspecified)	-3%
CC(C)(C)c1ccc(S(=O)(=O)N2CCC(c3ccncc3)CC2)cc1	-7%
CCOc1ccc(C(=O)N2[C@@H]3CC[C@H]2CC(NC(=O)c2cnc(C)cn2)C3)cc1OCC (stereo partly specified)	6%
COc1ccc(-c2nc(C#N)c(N3CCC(Cc4ccccc4)CC3)o2)cc1OC	?
Cc1ccc(Cn2c(C(=O)O)c(CNCCc3ccco3)c3ccc(C)cc32)cc1	?
O=S(=O)(c1ccc(-c2cc(C(F)(F)F)on2)s1)N1CCN(c2ccc(F)cc2)CC1	36%[activator]
COC(=O)C1CN(Cc2cn(CCC3OCCO3)nn2)CCS(=O)(=O)N1Cc1ccc(OC)cc1 (stereo unspecified)	10%
Cn1c(=O)[nH]c(=O)c2c1nc(SCc1ccc(F)cc1)n2Cc1ccccc1	3%
COc1cc(Cl)ccc1C(=O)N1CCN(c2cc(-c3cccs3)[nH]n2)CC1	?
NNc1ccc(S(=O)(=O)O)cc1	7%
C[C@H]1[C@@H]2[C@@H](O)[C@H]([C@H](C)C(=O)N3CCOCC3)CC[C@@]2(C)CC[C@@H]1NC(=O)c1cncnc1	-4%
O=S(=O)(c1ccc2nc(N3CCN(c4ccc(F)cc4)CC3)ccc2c1)N1CCOCC1	-9%
CC(C)(C)c1ccc(S(=O)(=O)Nc2noc3ccccc23)cc1	28%
CC(=O)Nc1ccc(C2(C(=O)NCc3ccc(C)cc3)CCC2)cc1	17%
O=C(c1ccccc1F)N1C[C@@H](COCC2CC2)[C@H](c2ccccn2)C1	-12%
N#C/C(=C/c1ccccc1)C(=O)OCC1CCCO1 (stereo unspecified)	-25%
O=C(CSc1n[nH]c(=O)n1-c1ccccc1)Nc1ccccc1	-5%
Cn1c(=O)c2c(nc(Cl)n2Cc2c(Cl)cccc2Cl)n(C)c1=O	5%
CC(NC(=O)CSc1ccc2ccccc2n1)C1CC1 (stereo unspecified)	-4%
CCCCn1nc(C(=O)NCC(=O)Nc2c(C)cccc2C)c2ccccc2c1=O	5%
CC(=O)NCCNC(=S)Nc1ccc(F)cc1	3%
O=C(c1ccncc1)N1CCC(Cc2noc(-c3ccccc3)n2)C1 (stereo unspecified)	3%
NC(=S)NCc1ccccc1Cl	-7%
CCOc1ccc(NC(=O)c2cc(C)nc3c2c(C)nn3-c2ccc(C)cc2)cc1	3%
CNc1nc(-c2cc3c4c(c2)CC(=O)N4CCC3)cs1	5%

# Next part.
Molecule	KDM5B inh
CC1CCC(NC(=O)/C=C/c2cccc(C#N)c2)CC1 (stereo unspecified)	13%
CCN(CC)CCNC(=O)Cc1c(C)[nH]c2ccc(F)cc12	-4%
COc1ccc(-c2noc(-c3nc(-c4ccccc4F)no3)n2)cc1OC	-5%
Cc1ccc(NC(=O)Cn2c(N3CCC(C)CC3)nc(C)cc2=O)cc1	?
O=C(c1ccoc1)N1CCC(Cc2nc(-c3ccncc3)n[nH]2)C1 (stereo unspecified)	6%
Cc1ccc(C)c(CNC(=O)CCn2cccn2)c1	10%
Cc1nc2cc(NC(=O)c3cccc(S(C)(=O)=O)c3)ccc2o1	-3%
CCOC(=O)N1CCc2c(sc3c2C(=O)NC(c2ccc(C(=O)OC)cc2)N3)C1 (stereo unspecified)	?
COCCC(=O)N1CCCCCC1c1nnc(-c2ccccc2)o1 (stereo unspecified)	-16%
Cc1cccc(-c2nocc2CCC(=O)NCc2cccs2)c1	-1%
O=C(NCCS(=O)(=O)c1ccc(Br)cc1)c1ccc(Cl)cc1Cl	-2%
CC1CCC(NC(=O)CN2C(=O)NC3(CCC(C)CC3)C2=O)CC1 (stereo unspecified)	11%
CC(C)Cn1cnc2c1c(O)nc(=O)n2Cc1ccccc1	12%
O=C(NCCCc1ccncc1)C1CCC(=O)N(Cc2ccc(Cl)cc2)C1 (stereo unspecified)	31%
O=C(c1cccs1)N1CCN=C1SCc1cccc(F)c1	-1%
CCC(Sc1nnc(-c2ccc(F)cc2)c(-c2ccc(F)cc2)n1)C(=O)NC1CCCC1 (stereo unspecified)	?
CCCOc1ccc(NC(=O)c2cccc(C)c2)c2cccnc12	-9%
O=C(Cc1ccccc1F)N1CCC(CCOc2ccccc2)C1 (stereo unspecified)	-13%

# Source: PubChem BioAssay
